Screening data from PubChem.
MBD2 inh: inhibitors of human MBD2 binding to methylated oligonucleotide; TR-FRET; inhibition, % at 4.4 µM; actives 0.31% (n = 370,000); in the data active means inhibition above about 13%
TCR CD3 inh: blocks the human TCR-CD3 interaction. TAMRA-labeled TCR probe fluorescence, biochemical. inhibition, % at 9.4 µM. actives 0.37% (n = 360,000); in the data active means inhibition above about 19%;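 further: recombinant mutant TCR 2C K166C tagged with TAMRA read by polarization; 0% = receptor in buffer alone and 100% = receptor with positive control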
NR1D1 modulator: Rev-erb alpha (human) modulation | Rev-erbα–FITC-DNA binding, fluorescence polarization, 90 min | P20393 | activity, % at 10 µM | actives 0.79% (n = 370,000);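 active means activity above about 14%, limit read from the data; passing the limit was not always enough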;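 further: 0% = DMSO wells with 35 nM protein and 100% = DMSO wells with 750 nM protein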
UHRF1 MBD2 ctr: UHRF1 methyl-DNA binding inhibition. Q96T88. UHRF1 binding to methylated oligo, TR-FRET. inhibition, % at 4.4 µM. actives 0.75% (n = 370,000). AID 687016; in the data active means inhibition above about 21%;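 further: UHRF1 SRA domain binding a hemimethylated CpG hairpin DNA probe; 0% = median of test compound wells and 100% = reference inhibitor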
LEDGF integ inh: blocks HIV-1 LEDGF/p75-dependent DNA integration | inhibition, % at 3.7 µM | actives 0.64% (n = 370,000) | TR-FRET IN-LEDGF/p75 DNA integration, Eu/Cy5;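 active means inhibition above the screen-wide mean plus 3 SD, cut at about 13% in these data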;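 further: signal is the Cy5 over europium emission ratio at 671 and 618 nm; 0% = plate median of compound wells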
PG9 binder: small molecules binding HIV-1 gp120 antibody PG9. TR-FRET gp120-PG9 antibody binding. inhibition, % at 6.7 µM. actives 0.43% (n = 360,000). AID 624416; in the data active means inhibition above about 8.5%
ABHD4 inh: inhibits mouse alpha/beta hydrolase domain 4 | Q8VD66 | purified mABHD4, FP-Rh probe fluorescence polarization | inhibition, % at 8.92 µM | actives 0.54% (n = 370,000) | AID 720543;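 active means inhibition exceeding the mean over every tested compound plus 3 SD, cut at about 30% in these data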;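 further: 0% = plate median of compound wells and 100% = S159A mutant with DMSO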
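Assay system: Wild-type mouse ABHD4 protein | Medium: HEPES pH 7.0 buffer, 150 mM NaCl, 0.01% Pluronic F-127 | Incubation: Enzyme–compound pre-incubation 45 min, then probe 60 min, both 25 °C | Technique: Fluorescence polarization with parallel and perpendicular emission, 525/598 nm | Evaluation: % inhibition of FP-Rh probe binding versus controls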
HTRA1 inh: inhibitors of human serine peptidase HTRA1; actives 0.5% (n = 340,000); recombinant HTRA1, FP-rhodamine activity-based probe, fluorescence polarization; Q92743; inhibition, % at 5.96 µM; in the data active means inhibition above about 36%;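 further: 0% = enzyme with DMSO and 100% = wells lacking enzyme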
Target sequence (Q92743 whole entry, looked up): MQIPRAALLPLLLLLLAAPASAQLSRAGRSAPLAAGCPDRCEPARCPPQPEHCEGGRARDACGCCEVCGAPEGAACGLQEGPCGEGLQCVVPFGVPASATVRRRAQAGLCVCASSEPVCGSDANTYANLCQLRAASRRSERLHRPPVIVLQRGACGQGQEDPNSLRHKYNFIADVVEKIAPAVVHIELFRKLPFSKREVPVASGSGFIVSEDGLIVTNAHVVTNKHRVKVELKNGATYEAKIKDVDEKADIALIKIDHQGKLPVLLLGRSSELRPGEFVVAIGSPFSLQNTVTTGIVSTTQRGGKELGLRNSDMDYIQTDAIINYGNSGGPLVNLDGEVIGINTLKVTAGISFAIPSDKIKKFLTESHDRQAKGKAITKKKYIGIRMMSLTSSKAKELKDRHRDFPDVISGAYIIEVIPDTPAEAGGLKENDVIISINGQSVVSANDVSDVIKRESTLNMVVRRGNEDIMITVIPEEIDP
PRMT1 FP inh: inhibitors of human PRMT1 | AID 652257 | actives 1.3% (n = 370,000) | inhibition, % at 2.79 µM | recombinant PRMT1, activity-based probe fluorescence polarization;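 active means inhibition above about 21% made by adding two undisclosed values, limit read from the data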
Target sequence (Q99873 whole entry, looked up): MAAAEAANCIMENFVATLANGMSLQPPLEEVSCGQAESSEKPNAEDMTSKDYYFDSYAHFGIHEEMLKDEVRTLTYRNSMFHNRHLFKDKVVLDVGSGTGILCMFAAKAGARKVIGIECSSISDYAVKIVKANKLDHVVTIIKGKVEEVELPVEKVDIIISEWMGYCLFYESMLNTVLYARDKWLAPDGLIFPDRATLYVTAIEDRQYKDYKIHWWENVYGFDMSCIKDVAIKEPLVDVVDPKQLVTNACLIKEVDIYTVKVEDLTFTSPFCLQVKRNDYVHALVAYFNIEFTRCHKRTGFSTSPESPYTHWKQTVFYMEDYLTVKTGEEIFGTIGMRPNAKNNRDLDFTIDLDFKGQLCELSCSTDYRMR
rCAG RNA binder: binds r(CAG) RNA repeats; r(CAG) RNA repeat, TO-PRO-1 dye displacement fluorescence; inhibition, % at 3 µM; actives 1.3% (n = 370,000);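 active means inhibition above the plate cutoff, the mean of all test compounds on that plate plus 3 SD, cut at about 35% in these data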;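 further: 0% = DMSO alone and 100% = 100 µM mitoxantrone as full dye displacement; higher means more dye released from RNA so lower well fluorescence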
Active calls of the source: *; nt = no result given.

#1 CC(C)(C)n1nnnc1C(C1CC1)N1CCC2(CC1)C(=O)NCN2c1ccccc1 (stereo not drawn)
#2 CC1CC(C)CN(CC(=O)c2ccc(OC(F)F)cc2)C1 (stereo not drawn)
#3 COC(=O)C1=C(c2ccc(Cl)c(C(F)(F)F)c2)C[C@@H]2CC[C@H]1N2C(=O)NCc1ccc2c(c1)OCO2
#4 CC(C(=O)c1cn(C)c2ccccc12)c1ccccc1 (stereo not drawn)
#5 CC1CN(c2ccc([N+](=O)[O-])c3cccnc23)CC(C)N1 (stereo not drawn)
#6 CN(C)C(=O)Oc1cc(=O)n2c3c(cccc13)CCC2
#7 CCOC(=O)C1=C(N)OC2=C(C(=O)CC(C)(C)C2)C12C(=O)Nc1ccccc12 (stereo not drawn)
#8 Cc1ccc(-n2nc(C)cc2NC(=O)COc2cc(C)cc3oc(=O)c4c(c23)CCC4)cc1
screen / no. | 1 | 2 | 3 | 4 | 5 | 6 | 7 | 8
MBD2 inh | 3 | 7 | 0 | 5 | -12 | -1 | -2 | -3
TCR CD3 inh | 1 | -4 | -2 | -6 | -7 | 6 | 4 | 0
NR1D1 modulator | 4 | 3 | 2 | 5 | -3 | 7 | -1 | -3
UHRF1 MBD2 ctr | 0 | 0 | -2 | 8 | -14 | -1 | 2 | 1
LEDGF integ inh | 0 | -1 | -1 | 6 | -3 | 4 | -2 | 0
PG9 binder | -1.6 | -2.0 | 0.9 | -2.0 | -0.6 | -1.6 | -0.3 | -1.5
ABHD4 inh | 3 | 2 | 2 | -9 | -9 | -3 | -7 | 0
HTRA1 inh | nt | -1 | -7 | -8 | 5 | -2 | 9 | -9
PRMT1 FP inh | -5 | 0 | -1 | 0 | 4 | 3 | -1 | -2
rCAG RNA binder | 1 | -5 | 0 | 2 | 3 | 1 | -5 | 1

#9 O=C(C1CCN(c2nc3ccc(Br)cc3s2)CC1)N1CCC2(CC1)OCCO2
#10 Cc1c(N=Cc2c(O)n(CCc3ccccc3)c(=O)[nH]c2=O)c(=O)n(-c2ccccc2)n1C
#11 COc1ccc(C2C(C(=O)N3CCC4(CC3)OCCO4)c3cc(OC)c(OC)cc3C(=O)N2C)cc1 (stereo not drawn)
#12 COC(=O)C1C2c3ccccc3C(c3ccccc32)C1C(=O)OC (stereo not drawn)
#13 C[C@@H]1O[C@@H](O[C@@H]2C=C3CCC4C(CC[C@]5(C)[C@@H](c6ccc(=O)oc6)CC[C@]45O)[C@@]3(C)CC2)[C@H](O)[C@H](O)[C@H]1O (stereo partly drawn)
#14 CCC1=CCN(CCc2c(C)[nH]c3ccccc23)CC1
#15 O=S(=O)(c1ccc(O)cc1)c1ccc(O)cc1
#16 COC1=CC(=O)[C@]2(C=C1OC)OC[C@@H]1Oc3c(ccc4c3C=CC(C)(C)O4)C(=O)[C@@H]12
screen / no. | 9 | 10 | 11 | 12 | 13 | 14 | 15 | 16
MBD2 inh | -1 | 1 | -3 | 4 | 1 | -1 | -6 | -6
TCR CD3 inh | 6 | 5 | 1 | 2 | -3 | -7 | 10 | 5
NR1D1 modulator | -1 | 6 | -3 | 0 | -2 | 3 | -5 | -3
UHRF1 MBD2 ctr | 0 | -2 | -4 | -1 | 0 | 0 | -1 | -7
LEDGF integ inh | -4 | -1 | 2 | 3 | -2 | -3 | 0 | 1
PG9 binder | 0.4 | 0.0 | -0.7 | -0.6 | -0.2 | -1.6 | -0.7 | -1.9
ABHD4 inh | -3 | 5 | 5 | 0 | 2 | -1 | -2 | 0
HTRA1 inh | -1 | -1 | 5 | 3 | 4 | 2 | 7 | nt
PRMT1 FP inh | 3 | 3 | -2 | -1 | -1 | -1 | -2 | 0
rCAG RNA binder | 2 | 0 | -4 | -4 | 0 | -5 | 2 | -2

#17 O=C1C2CCN(CC2)C1Cc1ccc(OCc2ccccc2)cc1 (stereo not drawn)
#18 N[C@@H](Cc1c[nH]c2ccccc12)c1nnc(SCc2ccccc2F)o1
#19 COc1cccc(C(=O)C2CCCN(Cc3cccc4c3OCO4)C2)c1 (stereo not drawn)
#20 C=C1C(=O)OC2CC3(C)OC3C3OC3C3=CC(OC3=O)C12 (stereo not drawn)
#21 CCOc1ccc(N)cc1
#22 CC1=CC2OC3CC4OC(=O)C=CC=CC(C(C)O)OCC(O)C5(C)OC5C(=O)OCC2(CC1O)C4(C)C31CO1 (stereo not drawn)
#23 C=CCc1cc(OC)c2c(c1)OCO2
#24 CCOS(C)(=O)=O
screen / no. | 17 | 18 | 19 | 20 | 21 | 22 | 23 | 24
MBD2 inh | -7 | 0 | 7 | -1 | 1 | 0 | 2 | 2
TCR CD3 inh | 2 | 4 | -1 | 1 | -3 | -5 | 5 | 8
NR1D1 modulator | -3 | 0 | -1 | 0 | 2 | -3 | 0 | -1
UHRF1 MBD2 ctr | 0 | 1 | 3 | -5 | 0 | -1 | 1 | -2
LEDGF integ inh | 0 | -1 | 1 | 0 | 1 | -4 | -1 | 1
PG9 binder | -0.7 | -1.2 | -1.8 | -0.2 | -2.4 | 2.6 | 0.3 | 0.2
ABHD4 inh | -3 | -12 | 6 | -5 | 2 | 3 | 4 | -2
HTRA1 inh | 1 | -7 | 7 | nt | 10 | 2 | -9 | 8
PRMT1 FP inh | -2 | -2 | 2 | 44* | -4 | 4 | -2 | -1
rCAG RNA binder | -6 | 4 | -8 | 2 | 1 | -2 | 0 | 1

#25 OCCN(CC#CC(O)(c1ccccc1)C1CCCC1)CCO (stereo not drawn)
#26 COc1ccc(C(=O)C2CCCN(Cc3ccsc3)C2)cc1OC (stereo not drawn)
#27 CC(=O)OC1N=C(c2ccccc2)c2ccccc2NC1=O (stereo not drawn)
#28 CCC(C)NC1(c2ccccc2)CCCCC1 (stereo not drawn)
#29 CCOC(=O)CNC(=O)N1Cc2cc(Br)ccc2-n2nncc2C1
#30 CCCCn1c(O)c(C(CC)=NCCCN(C)C)c(=O)[nH]c1=O
#31 COC(=O)C1=C(c2ccc(OCc3ccccc3)cc2)C[C@@H]2CC[C@H]1N2C(=O)NCc1cccc(OC)c1
#32 CN1C(=O)C[N+]([O-])=C(c2ccccc2)c2cc(Cl)ccc21
screen / no. | 25 | 26 | 27 | 28 | 29 | 30 | 31 | 32
MBD2 inh | 3 | -2 | 1 | 2 | -4 | 2 | 0 | -3
TCR CD3 inh | -4 | -11 | -3 | -2 | 36* | 2 | 2 | 1
NR1D1 modulator | -2 | 1 | -2 | -2 | -1 | 6 | -1 | 4
UHRF1 MBD2 ctr | 7 | 1 | 0 | 1 | -2 | 2 | -3 | 1
LEDGF integ inh | 2 | -2 | 2 | 3 | -4 | 0 | -1 | -2
PG9 binder | 0.6 | -1.3 | 0.7 | -0.5 | -0.8 | -0.8 | 0.6 | -0.4
ABHD4 inh | -5 | 11 | -4 | 0 | 2 | -1 | 31* | -1
HTRA1 inh | -3 | 2 | -3 | nt | nt | 3 | -37 | 9
PRMT1 FP inh | 6 | 3 | 1 | -4 | -1 | 0 | -1 | 1
rCAG RNA binder | -1 | -12 | 0 | 2 | 2 | 3 | -4 | 1

#33 NCCc1ccc(OCc2ccccc2)c(OCc2ccccc2)c1
#34 COC(=O)C1C2c3ccccc3OC1(C)N=c1s/c(=C/c3cnn(C)c3)c(=O)n12 (stereo not drawn)
#35 CCNc1nc2[nH]c(=O)c3c(c2s1)OC(N)=C(C#N)C3c1cccs1 (stereo not drawn)
#36 COC(=O)C1=CO[C@@H](C)[C@H]2CN3CC[C@]4(C(=O)Nc5ccccc54)[C@@H]3C[C@H]12
#37 CCOc1cc2c(cc1OCC)-n1cccc1C(c1cccc(F)c1F)NC2 (stereo not drawn)
#38 C=CCn1c(O)c(C(CC)=NC(C)c2ccccc2)c(=O)[nH]c1=O (stereo not drawn)
#39 S=C(NCCc1ccccc1)N1Cc2cc(Br)ccc2-n2nncc2C1
#40 CN1C(=O)C(=Cc2ccc(N3CCCCCC3)o2)C(=O)N(C)C1=S
screen / no. | 33 | 34 | 35 | 36 | 37 | 38 | 39 | 40
MBD2 inh | 0 | -6 | -7 | 3 | 1 | 0 | -3 | 0
TCR CD3 inh | 9 | 8 | -1 | -15 | 9 | -1 | -8 | -22
NR1D1 modulator | 3 | 1 | 5 | -5 | -2 | 0 | 2 | 39*
UHRF1 MBD2 ctr | 1 | -1 | -3 | 1 | 1 | 4 | -1 | -2
LEDGF integ inh | 5 | 1 | -1 | -2 | -3 | 4 | -1 | 6
PG9 binder | -0.7 | -0.2 | -1.8 | 2.9 | -1.7 | 0.9 | -0.4 | -2.5
ABHD4 inh | 7 | 3 | 5 | -4 | 1 | 2 | -17 | -20
HTRA1 inh | 1 | -1 | 4 | -6 | -9 | 1 | nt | -11
PRMT1 FP inh | -4 | 1 | 4 | 2 | -3 | 1 | 0 | -3
rCAG RNA binder | 12 | -1 | 30 | -5 | -7 | -5 | 1 | 3

#41 CCC(C)C12CN3CCN(CC(C)(C3)C1O)C2 (stereo not drawn)
#42 O=C1NC(=O)N(CC2CCCO2)C(=O)/C1=C/c1cccs1 (stereo not drawn)
#43 COc1cc2c(c(OC)c1OC)-c1ccc(O)cc1C(NC(C)=O)CC2 (stereo not drawn)
#44 Nc1c2c(nc3sc4c(c13)CCCC4)CCCCC2
#45 CCOC(=O)C(O)(c1ccc(N(CC)S(=O)(=O)c2ccccc2)cc1)C(F)(F)F (stereo not drawn)
#46 CN1C(=O)N(C)C(=O)C2(Cc3cc([N+](=O)[O-])ccc3N(C)C2)C1=O
screen / no. | 41 | 42 | 43 | 44 | 45 | 46
MBD2 inh | 2 | 1 | -1 | 0 | 1 | 0
TCR CD3 inh | -1 | -11 | -10 | -5 | -6 | -4
NR1D1 modulator | 1 | -9 | 4 | -10 | 5 | -1
UHRF1 MBD2 ctr | 3 | -3 | -1 | 0 | 4 | -4
LEDGF integ inh | 3 | 2 | -2 | 1 | -1 | 0
PG9 binder | -0.3 | -1.2 | -0.6 | 0.7 | 1.6 | 0.4
ABHD4 inh | -1 | -15 | 6 | 8 | -23 | -2
HTRA1 inh | 1 | 5 | 3 | 4 | -5 | 6
PRMT1 FP inh | -4 | -1 | 5 | 0 | 1 | -1
rCAG RNA binder | -1 | 6 | 0 | 0 | -1 | 1

Only part of the results is shown; rates above refer to the full screens.
